# Myeloid diff MLP: compounds promoting myeloid differentiation; ER-HoxA9 myeloid progenitors, lysozyme-GFP differentiation, flow cytometry; calls only at 10 µM; 360,000 tested, 1% active; AID 624256;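 active = normalized GFP-positive differentiation at or above the plate's own cutoff, the solvent-only control mean plus 3 SD; inconclusive = no clear call, values can overlap the other calls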;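 note: cells exposed to compound for four days before flow analysis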
# MgcRacGAP inhibition: MgcRacGAP GTPase-activating activity inhibitors, confirmation, biochemical, ADP Hunter fluorescence; MgcRacGAP-stimulated Rac1 GTP hydrolysis, ADP Hunter fluorescence; higher % means a stronger effect; GST-tagged Rac1 F28L mutant substrate; inhibition, % at 30 µM, or IC50 in µM where a hit was titrated; 340,000 tested, 0.6% active; AID 624330;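 active = first-screen hits whose inhibition reached a set limit at any dose in the follow-up dose series; inconclusive = inhibition above the set first-screen limit but never retested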;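 note: fluorescence reports GDP produced by GAP-driven GTP hydrolysis; strong numbers were not always called active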
# Myeloid diff MLP GFP+ MAC1+ %: also measured in Myeloid diff MLP; calls as there; GFP+ MAC1+ double positive, %; measured here: differentiation confirmed by MAC1 staining
# * hit, by the source's call; i = inactive; u = inconclusive; x = no result given; + = active, no number. These rows are one share of the data; the hit share may differ from the screen's.
SMILES,Myeloid diff MLP,Myeloid diff MLP GFP+ MAC1+ %,MgcRacGAP inhibition
CN[C@@H](CO)C(=O)NC[C@H]1O[C@@H](n2cc(C)c(=O)[nH]c2=O)C[C@@H]1O,i,2.0,-12.6%
CCN(CC)CCOC(=O)c1ccc(N=CC2=C(O)CC(C)(C)CC2=O)cc1,i,0.3,9.2%
O=C(NCc1ccco1)c1cccc2c1C(=O)c1ccc(N3CCC(N4CCCCC4)CC3)cc1S2(=O)=O,i,0.1,12.9%
CC12CCC(=O)C=C1CCCC2=O (stereo not drawn),i,0.3,2.1%
CN(CCc1ccccc1)C(=O)c1ccc(NC(=O)Cc2ccc(NC(=O)C3CCN(C(=O)C4CCCC4)CC3)cc2)cc1,i,0.7,4.8%
CC(=O)N(c1ccccc1C)c1ccccc1C,i,0.5,3.4%
Cc1ccc(S(=O)(=O)N(CCC(=O)NCC(c2ccccc2)N(C)C)c2ccccc2)cc1 (stereo not drawn),i,0.7,3.6%
Cn1ccnc1CC(C)(O)c1ccccc1 (stereo not drawn),i,0.4,-4.1%
CN1CCN(c2ccc3sc(-n4ccc5ccccc54)nc3c2)CC1,i,0.2,17.4%
O=C(NCCc1ccc(Cl)cc1)c1cccc(S(=O)(=O)N2CCCC2)c1,i,1.5,-28.9%
COc1ccc2c(C)cc(=O)sc2c1,i,0.4,5.6%
N#Cc1c(N2CCN(c3ccc([N+](=O)[O-])cc3)CC2)[n+](=O)c2ccc(Cl)cc2n1[O-],i,1.8,6.0%
O=C(COC(=O)/C=C/c1ccccc1Cl)NC1CC1,i,0.4,2.9%
O=C(NN=Cc1ccccc1O)c1cccc([N+](=O)[O-])c1,u,x,0.7%
CCOC(=O)[C@@H]1CSCCS(=O)(=O)N1,i,0.3,9.4%
COc1cc2c(cc1OC)C(=NO)CCCC2,i,0.4,2.6%
Cc1noc(C)c1NC(=O)N(C)C[C@H]1OCCCC[C@@H](C)Oc2ccc(NC(=O)Nc3ccc(F)cc3)cc2C(=O)N([C@@H](C)CO)C[C@H]1C,i,2.7,11.3%
O=C(Cc1ccc(NC(=O)C2CCN(C(=O)C3CCC3)CC2)cc1)Nc1cccc(C(=O)N2CCCCC2)c1,i,1.0,7.2%
O=S(CC(O)c1ccccc1)c1ccccc1 (stereo not drawn),i,0.2,7.4%
CCN1CCN(c2ccc(S(=O)(=O)N3CCOCC3)cc2NC(=O)c2cc(F)c(F)c(F)c2F)CC1,i,1.3,21.9%
CCc1c(C)nc2[nH]ncn2c1=O,i,0.9,4.7%
COCc1nnc(NS(=O)(=O)c2ccc(OC)cc2)s1,i,0.8,8.6%
CCCCc1c(O)nc(SCC(=O)Nc2ccc(OC)cc2)n(-c2ccc(C)c(C)c2)c1=O,i,1.1,11.9%
O=C1NC(=O)C(=Cc2ccco2)S1,i,1.0,9.2%
C[C@H]1CN([C@@H](C)CO)S(=O)(=O)c2ccc(C3=CCCC3)cc2O[C@@H]1CN(C)C(=O)C1CCCCC1,i,0.3,-11.7%
COCc1ccc(C(=O)N2CCCC(N(C)CCc3ccccc3)C2)s1 (stereo not drawn),i,1.9,12.5%
C[C@@H]1CN([C@H](C)CO)C(=O)CCCn2nncc2CO[C@H]1CN(C)C(=O)c1ccncc1,i,0.9,10.0%
COc1ccc2nc3ccccc3[n+]([O-])c2c1,i,1.3,-3.6%
O=C(c1ccc(Cl)cc1)C1CCN(C(=O)c2ccccc2F)CC1,i,0.6,11.9%
CN(C)c1ccc(CNc2nc3ccccc3n2C)cc1,i,0.2,16.4%
COC1=Nc2ccccc2/C=C\c2ccccc21,i,0.1,9.0%
C[C@@H]1CN([C@@H](C)CO)C(=O)CCCn2nncc2CO[C@H]1CN(C)C(=O)c1ccc2ccn(C)c2c1,i,0.7,6.5%
O=C(O)C1c2ccccc2Cc2ccccc21,i,0.3,2.0%
Cc1cc(C)n(-c2ccc(C(=O)N3CCN(S(=O)(=O)c4ccc(OC(F)(F)F)cc4)CC3)cc2)n1,i,0.6,8.8%
COc1ccc(NC(=O)c2ccc3c(c2)S(=O)(=O)N=C2CCCCCN23)cc1S(N)(=O)=O,i,0.5,2.7%
Cc1ccccc1-n1c(SC(C)C(=O)NCC2CCCO2)nnc1-c1ccncc1 (stereo not drawn),i,0.2,1.2%
CN(C(=O)c1ccc(NC(=O)Cc2cccc(NC(=O)C3CCCN(S(=O)(=O)c4cccc([N+](=O)[O-])c4)C3)c2)cc1)C1CC1 (stereo not drawn),i,0.4,6.4%
NC(=S)NN=Cc1nccc2c(C(F)(F)C(F)(F)C(F)(F)F)cccc12,u,x,-1.4%
COc1cc(C(=O)NC2CCN(C)CC2)ccc1Nc1ncc2c(n1)N(C1CCCC1)CCC(=O)N2C(C)C,i,5.2,4.3%
C[C@H](CO)NC(=O)c1nc[nH]c1C(=O)N[C@@H](C)c1ccccc1,i,0.3,10.4%
O=C(Nc1ccc(Br)cc1F)c1nc[nH]c1C(=O)N1CCc2ccccc2C1,i,0.7,12.8%
O=C1c2ccccc2-c2cc(Br)ccc2NC1O (stereo not drawn),i,2.2,5.4%
C[C@@H]1CN([C@H](C)CO)S(=O)(=O)c2ccc(C#Cc3ccccc3F)cc2O[C@@H]1CN(C)C(=O)Cc1ccccc1,i,0.6,14.6%
Cn1nnnc1NN=Cc1ccccc1,i,0.9,7.2%
C[C@H](CO)N1C[C@H](C)[C@@H](CN(C)S(=O)(=O)c2cn(C)cn2)Oc2cc(Br)ccc2S1(=O)=O,i,0.6,13.3%
C=CCN(CC=C)C(=O)C1c2ccccc2Oc2ccccc21,i,0.4,-7.1%
O=C(CCCCn1ccc(=O)[nH]c1=O)Nc1ccc(C(=O)O)c(O)c1,i,1.2,8.6%
Cc1ccc(C)c(NC(=O)CN(C)C(=O)c2ccc(COc3ccccc3)cc2)c1,i,1.8,6.7%
O=S(=O)(NC(CO)Cc1ccccc1)c1cc(Cl)ccc1F (stereo not drawn),i,1.3,7.8%
Cc1ccc([C@H]2C[C@H](O)[C@@H](n3cc(COC(=O)c4ccccc4)nn3)CN2Cc2cccs2)cc1,i,1.0,8.2%
COc1ccc2nc(Cl)c(C=O)c(N3CCOCC3)c2c1,i,1.2,17.7%
Cc1ccc(Cc2c(-c3ccc(F)cc3)nc3cc(C)ccn23)cc1,i,1.0,2.8%
Cc1ccc(S(=O)(=O)N2CCN(C(=O)COC(=O)Cc3c(F)cccc3Cl)CC2)c(C)c1,i,0.7,3.5%
CC1OC(OC2C(CO)OC(OCC3OC(OC(=O)[C@@]45CCC(C)(C)C[C@@H]4C4=CC[C@@H]6[C@@]7(C)CCC(OC8OCC(O)C(O)C8OC8OC(C)C(O)C(O)C8O)[C@@](C)(CO)C7CC[C@@]6(C)[C@]4(C)CC5)C(O)C(O)C3O)C(O)C2O)C(O)C(O)C1O (stereo partly drawn),i,1.4,8.5%
O=C(/C(=N/O)c1ccccc1)c1ccccc1,i,0.1,10.9%
CCCCN1C(=O)C(CC(=O)NCC2CCCCC2)CC(C(=O)N(C(C)C)C(C)C)=C1C (stereo not drawn),i,0.4,12.6%
CN(C(=O)c1cccc(NC(=O)Cc2cccc(NC(=O)C3CCCN(C(=O)c4ccccc4)C3)c2)c1)C1CC1 (stereo not drawn),i,1.3,11.2%
Cc1ccc(S(=O)(=O)NCC(=O)OCc2csc(CC(=O)Nc3ccccc3C)n2)cc1C,i,1.2,3.4%
c1ccc(Cn2nnc3c(NCC4CC4)ncnc32)cc1,i,0.4,4.3%
Nc1cccc(Oc2ccc3c(c2)C(=O)N(CCO)C3=O)c1,i,0.0,10.8%

# Carrying on.
SMILES,Myeloid diff MLP,Myeloid diff MLP GFP+ MAC1+ %,MgcRacGAP inhibition
CCN(c1ccccc1)S(=O)(=O)c1ccc(C(=O)NCC(c2ccccc2OC)N2CCCC2)cc1 (stereo not drawn),i,0.4,2.0%
Cc1cc2ccccc2cc1C(=O)c1ccccc1,i,0.9,6.1%
COc1ccc(S(=O)(=O)N2CCOC2CNC(=O)C(=O)NCCCN2CCCC2=O)cc1OC (stereo not drawn),i,0.8,21.2%
COc1cc2c[n+](C)c3c4ccccc4ccc3c2cc1OC,i,13.4,60.5µM*
C[C@@H]1CN([C@@H](C)CO)C(=O)CCCn2nncc2CO[C@@H]1CN(C)C(=O)NC1CCCCC1,i,1.4,15.0%
CN1OC[C@@H]2CN(Cc3ccccc3)[C@H](c3cccc(-c4ccc(C#N)cc4)c3)C[C@@H]21,i,0.3,10.2%
COc1ccccc1S(=O)(=O)N(C)C[C@H]1Oc2cc(C#CCC3CCCC3)ccc2S(=O)(=O)N([C@H](C)CO)C[C@H]1C,i,0.5,14.4%
Cc1ccc(C(=O)O)c(NC=O)c1OCc1ccccc1,i,0.6,-5.5%
COc1ccc(OC)c(CN2CCN(C(=O)c3ccc(C)c(S(=O)(=O)Nc4ccccc4OC)c3)CC2)c1,i,0.6,7.0%
COC(=O)c1ccccc1S(=O)(=O)N1CCC(C(=O)NCc2ccccn2)CC1,u,x,4.6%
O=[N+]([O-])c1ccc(S(=O)(=O)NCC(c2ccc3c(c2)OCO3)N2CCOCC2)cc1 (stereo not drawn),i,0.9,5.2%
CN(C(=O)c1cccc(NC(=O)Cc2ccc(NC(=O)C3CCN(C(=O)C4CCC4)CC3)cc2)c1)C1CCCC1,i,0.8,12.8%
O=S(=O)(NCCc1ccc(F)cc1)c1cc(C(F)(F)F)ccc1Br,i,0.5,9.6%
C=CCn1c(SCC(=O)NCC(c2ccccc2)N(C)C)nc2sc3c(c2c1=O)CCC3 (stereo not drawn),i,0.8,4.6%
C=C1c2nc3ccccc3n2C=C(c2ccc(C)cc2)N1c1ccccc1,i,1.3,3.4%
Cc1nc2ccc(N)nc2nc1C,i,0.6,6.9%
O=C1c2ccccc2C(=O)c2c(/C=C/N3CCCCC3)ccnc21,+,14.0*,16.4%
C[C@@H]1CN([C@H](C)CO)S(=O)(=O)c2ccc(Br)cc2O[C@@H]1CN(C)Cc1ccc(C(=O)O)cc1,u,x,15.0%
COc1cccc(-c2cc(N3CCN(C(=O)c4ccoc4)CC3)n3nc(-c4cccc(Cl)c4)cc3n2)c1,i,0.7,7.7%
COc1ccc(-c2ccc3[nH]c4c(c3c2)CCN2C(=O)[C@@H]([C@H](C)O)[C@@H](N(C)C(=O)Nc3ccc(F)cc3)C[C@@H]42)cc1,i,3.0,15.1%
NC(=O)/C(=C\c1ccco1)NC(=O)c1ccco1,i,0.5,19.8%
O=C1CCn2c1c(O)c1ccccc1c2=O,u,x,-4.6%
CCCCCCCCNS(=O)(=O)CCNC1CC1,i,0.3,5.3%
O=C(N/N=C/c1ccc(Cl)c([N+](=O)[O-])c1)c1ccc2c(c1)OCCO2,i,0.8,8.5%
Cc1ccccc1-c1cnc2c(c1)C(=O)N([C@@H](C)CO)C[C@@H](C)[C@H](CN(C)Cc1ccccc1F)O2,i,0.2,10.4%
O=[N+]([O-])c1ccc(C=NN2CCNC2=S)o1,i,0.5,4.3%
CCOC(=O)c1ccc[n+]([O-])c1,i,2.1,9.5%
COc1ccc(N2CCN(C(=O)C(Cc3ccccc3)NC(=O)c3ccccc3)CC2)cc1 (stereo not drawn),i,0.8,23.1%
CCN(CC(=O)Nc1ccc(NC(C)=O)cc1)C(=O)c1cc([N+](=O)[O-])ccc1Sc1ccc(Cl)cc1,i,0.5,13.3%
O=C(COC(=O)c1ccc(OC(F)F)cc1)NCC1CCCO1 (stereo not drawn),i,0.3,4.2%
CC1=CC(=O)C(Sc2ccc(C)cc2)=CC1=O,i,0.8,-1.5%
CC1(C)CNC(=S)N1Cc1ccccc1,i,1.0,5.4%
COc1ccc(N2CC(C(=O)Nc3nnc(SCC(=O)Nc4ccc(NC(C)=O)cc4)s3)CC2=O)cc1 (stereo not drawn),i,0.8,13.8%

# Screening data (PubChem BioAssay)
